PKM2 activator = increases activity of human pyruvate kinase M2; purified PKM2, Kinase-Glo ATP luminescence, activation; response scale: 0% is enzyme alone, no compound; actives 0.34% (n = 260,000); P14618; Potency, µM (highest dose often 57.5 µM), without a hit: at the highest dose activation, actives largely listed as activators; AID 1631; note: potency is the fitted concentration of half-maximal effect; nearly all actives have a fitted effect of over 55% in size
Target sequence (P14618 whole entry, looked up): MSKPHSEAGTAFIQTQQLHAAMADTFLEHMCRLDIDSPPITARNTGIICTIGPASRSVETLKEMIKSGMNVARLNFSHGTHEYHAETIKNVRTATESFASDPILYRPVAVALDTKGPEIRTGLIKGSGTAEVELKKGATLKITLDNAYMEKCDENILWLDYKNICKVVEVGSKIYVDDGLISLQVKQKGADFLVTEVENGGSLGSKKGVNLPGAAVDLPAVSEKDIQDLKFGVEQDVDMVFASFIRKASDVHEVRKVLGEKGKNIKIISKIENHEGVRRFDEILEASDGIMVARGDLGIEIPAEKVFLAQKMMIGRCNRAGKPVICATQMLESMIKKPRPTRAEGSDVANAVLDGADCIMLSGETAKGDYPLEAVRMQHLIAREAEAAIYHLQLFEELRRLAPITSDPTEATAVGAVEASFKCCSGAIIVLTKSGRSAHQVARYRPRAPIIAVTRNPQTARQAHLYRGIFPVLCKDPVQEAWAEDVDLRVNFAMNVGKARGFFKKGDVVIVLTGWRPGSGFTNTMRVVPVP
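ATP formation by purified human PK-M2, quantified via coupled luciferase luminescence after 1 h at room temperature with 0.1 mM ADP and 0.5 mM PEP final.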
hERG WT inh = inhibitors of human wildtype KCNH2 potassium channel. Q12809. AID 720551. activity change, % at 1.84 µM. U2OS, BacMam KCNH2, thallium flux FluxOr; hits give low values. actives 0.37% (n = 340,000);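 active = maximum activity change below -70%; inconclusive = maximum activity change between -70% and -50%; inactive = maximum activity change above -50%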
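U2OS cells were transduced with wild-type KCNH2 virus (2.03 x 10^8 / mL) for 4 h at room temperature, then cultured overnight at 37 C. Thallium flux was read with FluxOr dye. Rate constants were normalized to DMSO controls.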
Giardia kill = kills Giardia lamblia. Giardia lamblia trophozoite viability. activity change, % at 7.66 µM, hits read low. actives 0.15% (n = 340,000); in the data active = activity change below about -80%; inconclusive = between about -30% and that limit;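 note: parasites exposed to compound for two days anaerobically before the ATP read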
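Giardia trophozoites, 100 cells per well, were exposed to compounds for 48 hrs at 37 deg C under anaerobic conditions; viability was then read as ATP content by bioluminescence after 15-30 min at room temperature.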
Chronic BCR inh = chronic active BCR signaling inhibition; ABC-DLBCL IkBa-CBG/CBR reporter, luminescence ratio, 4 h; Potency, µM (top dose mostly 46.1 µM), without a hit: at the top dose ratio change, negative = lower green/red ratio, hits mostly inhibitors; actives 0.05% (n = 340,000); AID 493014; active = well fitted inhibition curve with a large enough effect in the signal ratio, with a control signal flat, not every such curve was filed as active; inconclusive = small, poorly fitted or top-dose-only effect, or effect the other way, or a change in a side signal; the % refers to the signal ratio;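 note: potency is the fitted concentration of half-maximal effect; plate controls were basal doxycycline-induced cells for no effect and cells given 10 µM MG132 for full effect; MG132 reads +100%, hits lower the ratio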
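Compounds up to 46 uM were incubated four hours with TMD8 cells whose green CBG68 luciferase is fused to IkappaBalpha; red CBR luminescence normalised the signal, and concentration-effect curves were fitted to fusion, red and ratio data.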
Coupling enz = inhibits coupling enzyme system, counter-screen for aldolase hits; coupling enzyme system counterscreen, AmpLite Red fluorescence; activity change, negative = inhibition, % at 58.2 µM, hits read low; actives 0.67% (n = 290,000); AID 2472; in the data active = activity change below about -30%
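Counterscreen lacking aldolase: glyceraldehyde-3-phosphate coupling-enzyme reagent preincubated 10 min at RT with compound (at 57.5 uM final), then substrate/coupling system with AmpLite Red added; fluorescence read at 525/598 nm after 20 min RT.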
USP2a inh = blocks human ubiquitin-specific protease USP2a. O75604. actives 0.01% (n = 330,000). USP2 core, Ub-CHOP2 coupled fluorogenic reporter, 485/531. Potency, µM (titrated, usually from 38.3 µM), without a hit: top-dose activity change, negative = inhibition, hits mostly inhibitors;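 note: potency is the fitted concentration of half-maximal effect; plate controls were DMSO wells for no effect and full inhibition by NEM control for full effect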
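USP2 core (10nM final) preincubated 30min RT with compound in 20mM Tris-HCl pH 8.0, 2mM CaCl2, 2mM beta-mercaptoethanol, 0.05% CHAPS; 25nM Ub-CHOP2 plus 25nM reporter substrate added, fluorescence (Ex485/Em531) read after 60min.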
Eya2 phos inh = Eya2 (human) phosphatase inhibition. recombinant Eya2, OMFP fluorescence dephosphorylation (OMFP is methylfluorescein phosphate). Potency, µM (highest dose often 76.9 µM), for the others: top-dose activity, negative = inhibition, hits mostly inhibitors. actives 0.006% (n = 330,000). AID 488837; note: potency is the fitted concentration of half-maximal effect
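Eya2 (0.2 uM) preincubated 10 min at ambient with compound, then OMFP substrate added at 50 uM; 10 min reaction in 50 mM HEPES pH 7.5, 50 mM NaCl, 5 uM MgCl2, 0.05% BSA, 1 mM DTT. Fluorescence read at Ex 485/Em 525 nm.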
uPA surface inh = cell surface uPA generation inhibition; cell surface uPA generation assay, qHTS; Potency, µM (titrated, usually from 38.3 µM), for the others: top-dose activity change, negative = inhibition, hits mostly inhibitors; actives 0.31% (n = 330,000); AID 540303; active = well fitted inhibition curve with a large enough effect; inconclusive = small, poorly fitted or top-dose-only effect; inactive = no such curve, though single readings can be large or run the other way; tested in mouse RAW 264.7 cells; note: potency is the fitted concentration of half-maximal effect; nearly all actives have a fitted effect of over 55% in size
B2AR arrestin = agonists driving beta-arrestin recruitment to human beta2-adrenergic receptor; beta-arrestin recruitment to beta2AR, cell-based reporter; Potency, µM (series often up to 46.1 µM), inactives show top-dose activation, hits mostly activators; actives 0.02% (n = 330,000); AID 492947;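 note: potency is the fitted concentration of half-maximal effect; 0% = DMSO controls and full agonism = EC100 isoproterenol or metaproterenol; nearly all actives have a fitted effect of over 65% in size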
Target sequence (P07550 whole entry, looked up): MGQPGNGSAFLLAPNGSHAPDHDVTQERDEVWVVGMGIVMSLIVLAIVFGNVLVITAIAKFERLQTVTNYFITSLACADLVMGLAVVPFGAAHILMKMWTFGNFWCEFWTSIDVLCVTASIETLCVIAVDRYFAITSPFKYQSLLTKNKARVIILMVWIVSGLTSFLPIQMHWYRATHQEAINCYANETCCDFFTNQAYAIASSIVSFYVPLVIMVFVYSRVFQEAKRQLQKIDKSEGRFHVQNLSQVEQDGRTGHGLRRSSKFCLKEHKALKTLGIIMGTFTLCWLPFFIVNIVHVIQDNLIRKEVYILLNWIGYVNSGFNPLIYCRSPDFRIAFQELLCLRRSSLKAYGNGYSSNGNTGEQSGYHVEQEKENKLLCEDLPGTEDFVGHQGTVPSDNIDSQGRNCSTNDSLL
KCNH2 3.1 inh = blocks the human KCNH2 3.1 channel isoform; U2OS KCNH2 3.1, thallium flux FluxOr; hits give low values; actives 0.95% (n = 340,000); activity change, % (tested at about 1.8 µM); AID 720553;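 active = maximum activity change below -70%; inconclusive = maximum activity change from -70% to -50%; inactive = maximum activity change above -50%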;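 note: thallium influx rate constant from kinetic fluorescence after stimulation buffer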
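Steps: virus added to U2OS suspension (4 h, RT, dark); medium with 10% FBS added, cells plated, 37 C overnight; FluxOr/Red40 loading buffer 45 min RT; stimulation buffer, 2 min kinetic read; rate constant normalized.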
GALK inhibitor = galactokinase (human) inhibition; actives 0.007% (n = 270,000); Purified GALK, Kinase-Glo residual ATP luminescence; Potency, µM (highest dose often 57.5 µM), without a hit: at the top dose activity change, negative = inhibition, hits mostly inhibitors; P51570; note: potency is the fitted concentration of half-maximal effect
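GALK at 5 nM final was combined with compound, 35 uM ATP and 100 uM galactose in HEPES pH8.0 with MgCl2 and DTT. The reaction ran one hour at room temperature before luminescent ATP detection.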
Active calls of the source: *; ? = inconclusive; . = not tested or not shown; [ ] = dose if it differs, or a comment. Unless noted, calls come from the whole dose curve; as a rule, active = well fitted curve in the direction sought with a large enough effect; inconclusive = small, poorly fitted or top-dose-only effect, or another doubt; inactive = no such curve, though single readings can be large; an effect the other way counts as inactive or inconclusive. Unless noted, % is set by controls: 0 for no effect and ±100 for the full control effect.

mol	PKM2 activator	hERG WT inh	Giardia kill	Chronic BCR inh	Coupling enz	USP2a inh	Eya2 phos inh	uPA surface inh	B2AR arrestin	KCNH2 3.1 inh	GALK inhibitor
CC(=O)N(C(C)=O)n1c(/C=C/c2cccc([N+](=O)[O-])c2)nc2ccccc2c1=O	-2%	13	11	2%	-3	1%	6%	3%	0.1%	23	-1%
O=C(Cn1ccc(NC(=O)OCc2ccccc2)nc1=O)NCc1nc2ccccc2[nH]1	.	-3	-2	-2%	.	-1%	-7%	?	0.1%	22	.
COc1ccc(-c2cc(C(=O)N3CCCC3)no2)cc1OC	0%	1	-16	?	4	3%	1%	4%	0.2%	9	-2%
CN(C)c1ccc(C(c2nnnn2C(C)(C)C)N2CCc3ccccc3C2)cc1 (stereo not given)	0%	.	.	3%	1	3%	21%	.	3.1%	.	4%
CCOC(=O)C(=O)C1=CN(Cc2ccccc2)C=C(C#N)C1	-1%	18	-8	?	-1	-1%	-6%	-3%	0.1%	6	0%
COc1ccc(CC(=O)NCc2cccc(CNC(=O)Cc3ccc(OC)c(OC)c3)c2)cc1OC	1%[11.5 µM]	16	-7	-11%	3	2%	-9%	-6%	-0.4%	-12	6%
COc1ccc(NC(=O)c2ccc(S(=O)(=O)N3CC(C)OC(C)C3)cc2)cc1 (stereo not given)	.	-2	-6	0%	.	3%	1%	20%	-0.8%	4	.
CCOC(=O)c1cc([N+](=O)[O-])sc1NC(=O)CC	1%	-3	-86*	8%	1	0%	-6%	0%	-0.2%	-2	-1%
COc1ccc(N(CC(=O)NC2CCCC2)C(=O)Cn2nnc(-c3ccc(C)cc3)n2)cc1OC	-1%	5	-23	6%	1	8%	6%	-3%	0.2%	4	0%
Cc1cc2oc(=O)cc(CN(C)Cc3cccc(F)c3)c2cc1C	.	11	35[activator]	-1%	0	4%	0%	-2%	-0.9%	0	-1%
O=C(Nc1nnc(-c2ccccc2SCc2ccccc2)s1)Nc1ccccc1F	-5%	9	2	?	1	1%	-11%	-1%	-1.0%	3	3%
O=C(CSc1ncccn1)NC1CCCc2ccccc21 (stereo not given)	1%	40	-13	-9%	5	-1%	-12%	-1%	-1.0%	21	0%
O=C(C1CCN(C2CC(=O)N(c3ccc(F)cc3)C2=O)CC1)N1CCOCC1 (stereo not given)	10%	-6	-4	0%	5	0%	-12%	6%	-0.1%	-7	-3%
O=C(NCCc1c[nH]c2ccccc12)/C(=C/c1cccnc1)NC(=O)c1ccco1	0%	10	18	-1%	3	4%	-2%	?	0.3%	-12	1%
O=C1CC(c2ccccc2)C(C(=O)Nc2ccccc2F)N1 (stereo not given)	-2%	15	-10	0%	1	3%	1%	-9%	-0.5%	4	.
CCN(CC)S(=O)(=O)c1ccc(NC(=S)Nc2ccccc2)cc1	.	2	-20	0%	0	2%	8%	4%	-0.2%	16	4%
CCc1ccc(C(=O)COC(=O)C(CCSC)NC(=O)C23CC4CC(CC(C4)C2)C3)cc1 (stereo not given)	4%	-6	4	?	1	0%	4%	14%	-2.3%	17	0%
CC1=N/C(=C/c2cccnc2)C(=O)O1	0%	-6	4	4%	-3	3%	2%	-2%	-0.1%	-13	0%
COc1cccc2c1OCC(C(=O)OCc1cccnc1)=C2	-3%	3	21	?	2	2%	5%	-2%	-0.3%	8	0%
CCN(c1cccc(C)c1)c1ncnc2nc[nH]c12	0%	0	-2	-14%	-1	1%	9%	24%	-0.2%	-6	-1%
COc1cc(/C=N/N(C)C)cc(Br)c1O	-2%	8	?	7%	-1	1%	-14%	2%	-0.9%	-3	3%
COC(=O)c1c(NC(=O)C(C)C)sc2c1C(C(=O)OC)CC2 (stereo not given)	0%	2	-3	14%	1	3%	-4%	-2%	-0.3%	3	-1%
COc1ccc(C(=O)Nc2cccc(C(=O)N3CCCC3)c2)cc1	-4%	1	-3	6%	2	0%	15%	.	-1.6%	-17	-6%
Cc1nc2ccccn2c1C(=O)NCc1ccc2c(c1)OCO2	2%	2	-7	?	2	1%	3%	-12%	0.2%	4	1%
Cc1ccc(CNC(=O)COc2ccc(C(=O)c3ccc(F)cc3)cc2)cc1	7%	-7	0	-11%	-2	-4%	2%	-3%	0.0%	-1	0%
CC1=N/C(=C/c2cc(Br)cc(Br)c2O)C(=O)O1	2%[11.5 µM]	5	-16	-4%	1	-1%	4%	2%	-1.0%	5	7%
CCCCn1c(N)c(N(CCC(C)C)C(=O)COC(=O)/C=C/c2ccc(F)cc2)c(=O)[nH]c1=O	.	-1	-17	1%	.	-1%	-11%	12%	-0.2%	-16	.
CC(C)(C)OC(=O)C[C@@H]1C/C=C\C[C@H](CC(=O)N(CCO)Cc2ccccc2)C(=O)N[C@@H](Cc2ccccc2)COC1=O	.	?	12	-1%	.	6%	-21%	6%	0.2%	-21	.
Cc1c(C(=O)O)oc2ccc(S(=O)(=O)N3CCC(C)CC3)cc12	-1%	-3	16	?	23	-1%	8%	-3%	-0.4%	-3	0%
COc1cc(-c2nnn(CC(=O)NC3CCS(=O)(=O)C3)n2)ccc1OCc1ccccc1 (stereo not given)	4%	9	10	?	1	-2%	-12%	2%	-2.0%	21	0%
COc1ccc2nc3sc(C(=O)NCCCN4CCc5ccccc5C4)cc3cc2c1	-15%	-1	4	0%	-17	-4%	-12%	-12%	6.4%	-39	0%
COC(=O)c1ccc(NC(=O)COC(=O)C2CCC2)cc1	.	-6	-13	-1%	.	1%	14%	2%	-0.4%	-1	.
COc1ccc2nc(N(CCN(C)C)C(=O)/C=C/c3cccs3)sc2c1	0%	8	-6	?	-1	3%	0%	10µM*	0.5%	-21	8%
CCOC(=O)Cn1c(=O)c(-c2cc(Br)ccc2N)nc2ccccc21	2%	-242*	-26	-6%	-2	-1%	-2%	-13%	-0.1%	-40	-3%
CCN1CCCC1CNC(=O)C(=O)NC(C)C (stereo not given)	-18%	4	5	-6%	-1	2%	5%	1%	0.1%	3	5%
O=C(O)CCN1C(=O)c2ccc(Oc3ccc([N+](=O)[O-])cc3)cc2C1=O	-9%	0	-15	0%	4	0%	4%	2%	-0.1%	6	4%
COC(=O)c1cc(Br)c(=O)n(Cc2ccc(OC)c(OC)c2)c1	5%	-1	-8	-14%	3	-2%	13%	-3%	-0.6%	0	0%

By substructure: those above containing fluorine
mol	PKM2 activator	hERG WT inh	Giardia kill	Chronic BCR inh	Coupling enz	USP2a inh	Eya2 phos inh	uPA surface inh	B2AR arrestin	KCNH2 3.1 inh	GALK inhibitor
Cc1cc2oc(=O)cc(CN(C)Cc3cccc(F)c3)c2cc1C	.	11	35[activator]	-1%	0	4%	0%	-2%	-0.9%	0	-1%
O=C(Nc1nnc(-c2ccccc2SCc2ccccc2)s1)Nc1ccccc1F	-5%	9	2	?	1	1%	-11%	-1%	-1.0%	3	3%
O=C(C1CCN(C2CC(=O)N(c3ccc(F)cc3)C2=O)CC1)N1CCOCC1 (stereo not given)	10%	-6	-4	0%	5	0%	-12%	6%	-0.1%	-7	-3%
O=C1CC(c2ccccc2)C(C(=O)Nc2ccccc2F)N1 (stereo not given)	-2%	15	-10	0%	1	3%	1%	-9%	-0.5%	4	.
Cc1ccc(CNC(=O)COc2ccc(C(=O)c3ccc(F)cc3)cc2)cc1	7%	-7	0	-11%	-2	-4%	2%	-3%	0.0%	-1	0%
CCCCn1c(N)c(N(CCC(C)C)C(=O)COC(=O)/C=C/c2ccc(F)cc2)c(=O)[nH]c1=O	.	-1	-17	1%	.	-1%	-11%	12%	-0.2%	-16	.

From PubChem BioAssay
